IP6K1 inh – Primary qHTS assay for small molecule inhibitors of Inositol hexaphosphate kinase 1 (IP6K1) | IP6K1 kinase, ADP-Glo luminescence, 2 h; hits give low values | hit rate 0.81% among 140,000 | Inositol hexakisphosphate kinase 1 (Homo sapiens), Q92551 | activity change, % (series mostly up to about 58 µM) | AID 1645851, 2021; in the data active means activity change below about -25%
Target sequence (Q92551 whole entry, looked up): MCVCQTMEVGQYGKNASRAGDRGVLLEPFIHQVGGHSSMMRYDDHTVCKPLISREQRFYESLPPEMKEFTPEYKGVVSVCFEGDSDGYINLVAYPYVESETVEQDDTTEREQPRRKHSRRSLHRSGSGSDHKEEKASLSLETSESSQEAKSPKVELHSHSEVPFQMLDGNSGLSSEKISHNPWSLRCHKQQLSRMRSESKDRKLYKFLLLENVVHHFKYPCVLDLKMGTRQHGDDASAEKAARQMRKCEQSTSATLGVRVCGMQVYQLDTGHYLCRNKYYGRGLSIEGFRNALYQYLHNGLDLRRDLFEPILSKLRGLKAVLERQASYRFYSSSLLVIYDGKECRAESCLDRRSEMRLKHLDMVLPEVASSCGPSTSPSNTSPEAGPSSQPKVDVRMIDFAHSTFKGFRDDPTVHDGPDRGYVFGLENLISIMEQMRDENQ
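ADP-Glo luminescence measures ADP made by human IP6K1 during a 2 h RT reaction with ATP/IP6 (mix at 1.3 mM/130 uM); top library doses 57.5 and 19.1 uM final.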
SNCA viab count – GF-AFC viability counterscreen for inhibitors of alpha-synuclein gene (SNCA) expression | HEK-293-SNCA-luc viability, GF-AFC fluorescence, 24 h | Potency, µM (titrated, usually from 57.1 µM), inactives show at the highest dose activity change, negative = cytotoxicity, most hits filed as cytotoxic | hit rate 0.12% among 150,000 | AID 1671193, 2021;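 further: potency means the concentration at half of the fitted maximal effect; 0% = DMSO-treated cells and -100% = medium-only wells without cells; nearly all actives have a fitted effect of over 30% in size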
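Cytotoxicity counterscreen: after 24 h compound treatment of genome-edited SNCA-luciferase HEK-293 cells, live-cell protease substrate GF-AFC read by fluorescence after 30 min; activity scaled between DMSO (0%) and medium-only (-100%), curves Hill-fitted.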
FLuc inh – Firefly luciferase inhibition profiling of diverse chemical library using quantitative high-throughput screening; hit rate 2.5% among 76,000; purified P. pyralis luciferase, luminescence, biochemical; Potency, µM (top dose mostly 115 µM), without a hit: at the top dose activity change, negative = inhibition, actives largely listed as inhibitors; AID 1347043, 2019; Luciferin 4-monooxygenase (Photinus pyralis), P08659; further: potency means the concentration at half of the fitted maximal effect; nearly all actives have a fitted effect of over 65% in size
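Luminescence read by CCD imaging after purified firefly luciferase (10nM final) was added to substrate buffer holding 10uM D-luciferin and 10uM ATP, pH 7.5, pre-dosed with compound.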
3T3 cytotox – Cytotoxic Profiling in NIH 3T3 Cell Line of Diverse Libraries Using Quantitative High-Throughput Screening; NIH 3T3 viability, CellTiter-Glo ATP luminescence, 48-72 h; Potency, µM (titrated, usually from 96.7 µM), without a hit: at the highest dose activity change, negative = cytotoxicity, most hits filed as inhibitors; hit rate 4.3% among 94,000; AID 1345082, 2018; further: potency means the concentration at half of the fitted maximal effect; nearly all actives have a fitted effect of over 55% in size
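First NIH 3T3 cells are plated at 400 cells/well; next compound is pinned in; then plates incubate 48 or 72 hr at 37 °C; finally CellTiter-Glo is added and luminescence read after 10 min.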
GPT2 inh – Primary qHTS assay for inhibitors of Glutamate pyruvate transaminase 2 (GPT2); Alanine aminotransferase 2 (Homo sapiens), Q8TD30; Recombinant GPT2, coupled pyruvate oxidase/HRP Amplex Red fluorescence; Potency, µM (highest dose often 57.7 µM), without a hit: at the highest dose activity change, negative = inhibition, hits mostly inhibitors; hit rate 0.25% among 100,000; further: potency means the concentration at half of the fitted maximal effect; nearly all actives have a fitted effect of over 60% in size; many of its hits are not listed in these tables
Target sequence (Q8TD30 whole entry, looked up): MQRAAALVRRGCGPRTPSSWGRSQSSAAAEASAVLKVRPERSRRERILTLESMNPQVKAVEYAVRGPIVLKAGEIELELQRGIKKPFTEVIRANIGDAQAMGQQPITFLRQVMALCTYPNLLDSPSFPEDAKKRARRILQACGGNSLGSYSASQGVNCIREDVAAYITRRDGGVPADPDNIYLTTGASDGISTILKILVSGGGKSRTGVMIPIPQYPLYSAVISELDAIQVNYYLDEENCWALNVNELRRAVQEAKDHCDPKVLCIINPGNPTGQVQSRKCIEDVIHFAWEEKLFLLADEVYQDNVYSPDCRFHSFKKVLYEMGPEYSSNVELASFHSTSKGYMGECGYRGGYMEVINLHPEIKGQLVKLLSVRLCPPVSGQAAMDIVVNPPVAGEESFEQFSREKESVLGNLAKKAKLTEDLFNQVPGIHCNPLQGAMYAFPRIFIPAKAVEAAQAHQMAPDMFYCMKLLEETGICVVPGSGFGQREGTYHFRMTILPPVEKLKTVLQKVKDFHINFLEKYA
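Inhibition is scored from Amplex Red fluorescence generated when pyruvate oxidase and HRP act on pyruvate released by GPT2. Reactions contain 10ng/uL enzyme, 250uM a-KG and 2mM L-alanine and run 30 min at room temperature.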
SNCA expr inh – Primary qHTS assay for inhibitors of alpha-synuclein gene (SNCA) expression. Potency, µM (series often up to 57.2 µM), without a hit: top-dose activity change, negative = inhibition, hits mostly inhibitors. HEK-293 SNCA-luciferase knock-in, luminescence, 24 h. hit rate 0.17% among 140,000;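 further: potency means the concentration at half of the fitted maximal effect; plate controls were DMSO cells for no effect and cell-free wells for full effect; nearly all actives have a fitted effect of over 45% in size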
HEK293 tox – Cytotoxic Profiling in HEK 293 Cell Line of Diverse Libraries Using Quantitative High-Throughput Screening | AID 1345083, 2018 | Potency, µM (doses to about 115 µM), inactives show at the highest dose activity change, negative = cytotoxicity, hits mostly inhibitors | hit rate 6.6% among 94,000 | HEK 293 viability, ATP luminescence (CellTiter-Glo), 48-72 h; further: potency means the concentration at half of the fitted maximal effect; nearly all actives have a fitted effect of over 60% in size
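Cells seeded first (HEK 293, 250 cells/well), then compound added by pintool. Incubation ran 48 or 72 hr at 37 degree Celsius. CellTiter-Glo was added and luminescence imaged after 10 min at room temperature.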
* marks the source's active call; other numbers are inactive results; i = inactive; ? = inconclusive; · = not tested or not shown; [ ] = remark or other dose. Unless noted, the call rests on the fitted dose curve; in most records, active means well fitted curve in the direction sought with a large enough effect; inconclusive means small, poorly fitted or top-dose-only effect, or another doubt; inactive means no such curve, though single readings can be large; an effect the other way counts as inactive or inconclusive. Unless noted, on the % scale 0 is the no-effect control and ±100 the full control effect. This is a subset. The share of hits here may be higher or lower than overall.

1. CC(=O)N1CC2(Cc3ccccc31)CN(C(=O)c1ccc(C(F)(F)F)cc1)C2
2. O=C(Cc1ccsc1)N1CC2CC(C1)[C@H]1CCCC(=O)N1C2 (stereo partly specified)
3. CC(=O)NC1(C)CCCN(Cc2cccc(-c3c(C)noc3C)c2)C1 (stereo unspecified)
4. COc1ccccc1CN1Cc2cc(NC(=O)Cc3ccc(F)cc3)ccc2OC(C)C1=O (stereo unspecified)
5. Cc1ccc(-n2ncc(C(=O)NCc3cccs3)c2C2CCN(C(=O)OC(C)(C)C)CC2)c(C)c1
6. CN(Cc1ccc(F)cc1)Cc1ccsc1

Compound	1	2	3	4	5	6
IP6K1 inh	-10	4	-4	17	-33*	3
SNCA viab count	12%	4%	3%[87.6 µM]	-16%	-17%	?
FLuc inh	-14%	-4%	4%[172 µM]	4%	·	-1%[172 µM]
3T3 cytotox	-14%	i	?	?	·	i
GPT2 inh	-2%	i	-6%[88.5 µM]	i	·	i
SNCA expr inh	37%[activator]	1%	8%[87.6 µM]	?	?	52%[activator][87.6 µM]
HEK293 tox	?	2%	-20%[172 µM]	?	·	-4%[172 µM]

7. Cc1ccc2nc(NCCc3ccccc3)c3nncn3c2c1
8. Cc1cccc(N2CCN(Cc3nnc(-c4ccccc4C)o3)CC2C)c1 (stereo unspecified)
9. CC(C)C(=O)N1CCC2(COc3ncccc3S(=O)(=O)N2)C1 (stereo unspecified)
10. CC(C)CN1C(=O)c2cccn2CC1C(=O)N1CCN(C)CC1 (stereo unspecified)
11. COc1ccccc1OCc1cc(C(=O)NCC2COCCO2)n[nH]1 (stereo unspecified)
12. CC1=C[C@@H](CN2CCC(C(N)=O)CC2)[C@H](C(C)C)C[C@H]1Cc1nnc(C)o1

Compound	7	8	9	10	11	12
IP6K1 inh	-11	-6	-3	-5	-1	1
SNCA viab count	-20%	4%	4%	3%	-1%	1%[87.6 µM]
FLuc inh	·	·	·	7%	10%	-1%[172 µM]
3T3 cytotox	·	·	4%	1%	-1%	i
GPT2 inh	·	·	-3%	i	-11%	i
SNCA expr inh	-16%	4%	-18%	0%	2%	0%[87.6 µM]
HEK293 tox	·	·	-3%	4%	-9%	i

Complete entries, looked up by structure.
Cc1ccc2nc(NCCc3ccccc3)c3nncn3c2c1 is entered as IP6K1 inh: -11; SNCA viab count: -20%; FLuc inh: ·; 3T3 cytotox: ·; GPT2 inh: ·; SNCA expr inh: -16%; HEK293 tox: ·
CC(C)CN1C(=O)c2cccn2CC1C(=O)N1CCN(C)CC1 (stereo unspecified) is entered as IP6K1 inh: -5; SNCA viab count: 3%; FLuc inh: 7%; 3T3 cytotox: 1%; GPT2 inh: i; SNCA expr inh: 0%; HEK293 tox: 4%

(further entries)
13. Cc1ccc([S+](=O)([O-])N2CCC(n3cc[nH]c3=O)CC2)cc1
14. CC(=O)c1ccc(NC(=O)c2nc(-c3ccccc3)n(-c3ccc(C)cc3)n2)cc1
15. C=CCN1CCN(C(=O)CCC[C@@H]2[C@H]3CCCN4CCC[C@@H](CN2Cc2ccccc2)[C@@H]34)CC1
16. O=S(=O)(c1ccccc1)c1nc(-c2cccc(Cl)c2)oc1NCc1ccccc1
17. COc1ccc(Cl)cc1NC(=O)COc1cccc2c(=O)n(C)ccc12
18. Cc1ccc(-c2nnc3ccc(NCCc4ccccn4)nn23)nc1

Compound	13	14	15	16	17	18
IP6K1 inh	-7	-1	-13	45	2	-16
SNCA viab count	9%[87.6 µM]	3%	-2%	5%	10%	-4%[87.6 µM]
FLuc inh	·	·	12%	·	·	4%[172 µM]
3T3 cytotox	?	·	-19%	·	·	?
GPT2 inh	i	·	i	·	·	-14%[88.5 µM]
SNCA expr inh	-7%[87.6 µM]	-24%	-16%	0%	-6%	-11%[87.6 µM]
HEK293 tox	i	·	?	·	·	-27%[172 µM]

19. O=C(NCc1cc(F)ccc1F)c1cccnc1N1CC2CC(C1)[C@H]1CCCC(=O)N1C2 (stereo partly specified)
20. Oc1ccccc1C=NCc1ccccc1
21. COC1CCN(S(=O)(=O)N2C[C@H](c3ccc(C)o3)[C@@H](N)C2)CC1
22. COc1ccc(C(=O)NCC(=O)N2CCCCCNC(=O)CC2c2ccccc2)cc1 (stereo unspecified)
23. Cc1c(C(=O)N2CC[C@@](O)(C3CCOCC3)[C@H](C)C2)n(C)c2c(C)cccc12
24. CC(C)NC(=O)NC[C@H]1O[C@@H](CO)[C@@H](O)[C@H]1N1CCN(c2ccccn2)CC1

Compound	19	20	21	22	23	24
IP6K1 inh	16	28	6	-6	-2	-5
SNCA viab count	-12%	-9%[23.9 µM]	-3%	-22%	4%	7%
FLuc inh	0%	·	11%	5%	-6%	-5%
3T3 cytotox	-13%	·	-20%	-5%	-22%	3%
GPT2 inh	-20%	1%	2%	-3%	?	i
SNCA expr inh	6%	8%[25.6 µM]	-12%	-16%	6%	-22%
HEK293 tox	0%	·	-6%	-23%	-16%	i

25. Cn1nc(C2CC2)cc1NC(=O)C1CC1
26. COc1ccc(C2C(=O)N(C3CCCCC3)CC(=O)N2CCc2ccc(C)cc2)cc1OC (stereo unspecified)
27. Cc1ccc(C2=NN(CC(=O)NCCc3ccc(Cl)cc3)C(=O)CC2)cc1
28. CC(C)(C)NC(=O)Cn1cc(S(=O)(=O)Cc2ccc(F)cc2)c2ccccc21
29. CCOc1ccccc1NC(=O)CSc1nc2ccccc2nc1N1CCOCC1
30. COc1ccc(OC)c(CNC(=O)CN(c2ccc(C)cc2)S(=O)(=O)N(C)C)c1

Compound	25	26	27	28	29	30
IP6K1 inh	10	13	15	7	-6	-6
SNCA viab count	-2%[87.6 µM]	-10%	?	-16%	-11%	5%
FLuc inh	·	·	·	·	·	·
3T3 cytotox	-19%[174 µM]	·	·	·	·	·
GPT2 inh	i	·	·	·	·	·
SNCA expr inh	14%[87.6 µM]	-22%	2%	19%	-7%	6%
HEK293 tox	-5%[230 µM]	·	·	·	·	·

31. COc1ccc(CC(=O)N2CC(N(C3CCOCC3)S(C)(=O)=O)C2)cc1OC
32. Nc1cc(C(F)(F)F)c(-c2cc(N3CCOCC3)nc(N3CCOCC3)n2)cn1
33. O=C(c1ncccn1)N1CC(F)(F)C[C@H]1c1nc(C2CC2)no1
34. O=C(c1cnn(-c2ccc(F)cc2)c1-n1cccc1)N1CCN(c2ccc(Cl)cc2)CC1
35. Cc1cc(C)c2sc(N3CCN(C(=O)c4ccc(N(C)C)cc4)CC3)nc2c1
36. COc1ccccc1CC(=O)N1CCCc2ncc(C(=O)NCc3cccc(F)c3)cc21

Compound	31	32	33	34	35	36
IP6K1 inh	-2	-5	25	14	12	16
SNCA viab count	0%	?	0%	5%	7%	-17%[87.6 µM]
FLuc inh	7%	·	-2%	·	·	-11%[172 µM]
3T3 cytotox	i	·	-5%	·	·	?
GPT2 inh	-5%	2%	i	·	·	-5%[88.5 µM]
SNCA expr inh	3%	-7%	-8%	?	-2%	-2%[87.6 µM]
HEK293 tox	i	·	-8%	·	·	?

3 structures from above, arranged by SMILES length, smallest number first:
31. COc1ccc(CC(=O)N2CC(N(C3CCOCC3)S(C)(=O)=O)C2)cc1OC
32. Nc1cc(C(F)(F)F)c(-c2cc(N3CCOCC3)nc(N3CCOCC3)n2)cn1
34. O=C(c1cnn(-c2ccc(F)cc2)c1-n1cccc1)N1CCN(c2ccc(Cl)cc2)CC1

Compound	31	32	34
IP6K1 inh	-2	-5	14
SNCA viab count	0%	?	5%
FLuc inh	7%	·	·
3T3 cytotox	i	·	·
GPT2 inh	-5%	2%	·
SNCA expr inh	3%	-7%	?
HEK293 tox	i	·	·

More structures.
37. COc1ccc(CN2C[C@H]3CN(Cc4nccn4C)CCN3C2=O)cc1
38. Cc1cc(Cn2cc3c4c(cccc42)[C@H](CC(C)C)N[C@H](C(=O)NCc2ccc(C)o2)C3)no1
39. CCOCCc1nn2c(=O)cc(COC(=O)c3ccc4c(c3)OCO4)nc2s1
40. O=C1NCCCCCCN(C(=O)c2ccncc2)[C@H]2C[C@H](c3nc(-c4cnccn4)no3)C[C@@H]12
41. Cc1cc(C)cc(-c2ccc(CN3CCCC(N[S+](=O)([O-])c4c(C)noc4C)C3)cc2)c1 (stereo unspecified)
42. Cc1c(C(=O)N(C)C)sc2c1c(=O)n(-c1ccc(Cl)c(Cl)c1)c(=O)n2CC(=O)N1CCCCC1C (stereo unspecified)

Compound	37	38	39	40	41	42
IP6K1 inh	8	1	-1	0	2	9
SNCA viab count	2%[87.6 µM]	-4%	17%	-1%	4%	-9%
FLuc inh	-5%[172 µM]	3%	·	-1%	·	·
3T3 cytotox	3%[138 µM]	?	·	-19%	35µM*	·
GPT2 inh	0%[88.5 µM]	?	·	i	i	·
SNCA expr inh	4%[87.6 µM]	-6%	34%[activator]	13%	9%	10%
HEK293 tox	-1%[172 µM]	32µM*	·	-2%	25µM*	·

43. CCC1Oc2ccc(NC(=O)c3ccc([N+](=O)[O-])cc3)cc2CN(Cc2ccccc2F)C1=O (stereo unspecified)
44. CCOc1cccc(CNc2ncncc2-c2nc(-c3ccccc3)no2)c1
45. CCCCC(=O)N1CCC2(CC1)SCC(=O)N2c1ccc(Cl)cc1
46. CC1=C[C@@H](CNC(=O)C2CC2)[C@H](C(C)C)C[C@H]1Cc1nnc(-c2cncn2C)o1
47. COc1ccc2cc(C(=O)N3CC4CC(C3)[C@H]3CCCC(=O)N3C4)[nH]c2c1 (stereo partly specified)
48. Cc1oc(C(O)c2ccccc2)nc1C(=O)Nc1ccc2c(c1)CC(=O)N2 (stereo unspecified)

Compound	43	44	45	46	47	48
IP6K1 inh	26	-6	13	-8	25	10
SNCA viab count	-8%	10%	-8%	?	6%	2%[87.6 µM]
FLuc inh	-5%	-9%	-4%	2%[172 µM]	-3%	-29%[172 µM]
3T3 cytotox	?	i	-27%	?	i	?
GPT2 inh	-5%	i	i	3%[88.5 µM]	3%	-2%[88.5 µM]
SNCA expr inh	2%	-17%	-5%	-6%[87.6 µM]	10%	1%[87.6 µM]
HEK293 tox	?	i	-28%	?	-5%	?
